High-throughput results: PubChem BioAssay, several laboratories
ZTA DNA inh – ZTA (EBV) inhibition in EBNA-1 counter-screen; P03206; ZTA-DNA binding, fluorescence polarization; inhibition, % at 11 µM; hit rate 0.15% among 320,000; AID 2234; in the data active = inhibition above about 33%
Target sequence (P03206 whole entry, looked up): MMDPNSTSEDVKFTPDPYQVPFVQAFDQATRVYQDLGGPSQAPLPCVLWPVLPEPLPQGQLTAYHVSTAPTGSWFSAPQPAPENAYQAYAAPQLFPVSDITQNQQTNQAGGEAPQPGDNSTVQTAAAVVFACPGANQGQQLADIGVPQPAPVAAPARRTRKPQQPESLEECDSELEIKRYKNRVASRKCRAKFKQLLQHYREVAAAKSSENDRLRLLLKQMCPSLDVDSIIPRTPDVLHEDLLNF
Efflux pump inh – inhibitors of Candida efflux pumps in yeast, primary screen, S. cerevisiae, Nile Red, multiplex | hit rate 0.44% among 330,000 | S. cerevisiae Candida pump triplex | AID 485275, 2010 | inhibition, % at 10 µM;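 active = plate passing quality check with inhibition over a set limit, or well fluorescence over plate mean plus 4 SD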;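 note: Nile Red retained in pooled yeast measured as flow cytometry median fluorescence; 0% = buffer negative control and 100% = Enniatin B positive control; higher means more Nile Red kept so more efflux inhibition; some compounds called inactive have numbers as strong as hits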
HCV core dimer – inhibitors of HCV core protein dimerization, primary screen, biochemical, TR-FRET, high-throughput. TR-FRET GST/Flag-core106 dimerization, 1536-well. hit rate 0.33% among 300,000. inhibition, % at 5 µM;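 active = inhibition above the mean of all tested compounds plus 3 SD, set per screening campaign, cut at about 45% in these data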
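Assay system – GST-tagged and Flag-tagged HCV core protein residues 1-106 · Quantity – core106 proteins, GST 13.5 nM and Flag 17 nM · Benchmarks – unlabelled core106 and no-GST-core106 wells · Read-out basis – percent inhibition of core106 dimerization signal · Detection – time-resolved FRET, ex 340 nm, em 617 and 671 nm · Schedule – 4 h at 22.5 °C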
PREPL inh – PREPL enzyme inhibitors, primary screen, biochemical, fluorescence polarization; Prolyl endopeptidase-like (Homo sapiens), Q4J6C6; recombinant PREPL, fluorescence polarization activity-based probe; inhibition, % at 5.96 µM; hit rate 0.68% among 320,000; AID 2751, 2010; in the data active = inhibition above about 43%;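 note: 0% = enzyme with DMSO and 100% = wells lacking enzyme; many of its hits are not listed in these tables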
TPT1 inhibitor – Candida albicans TPT1 enzyme inhibitors, primary screen, biochemical, fluorescence polarization; recombinant caTPT1, FP RNA substrate dephosphorylation; inhibition, % at 5 µM; hit rate 0.81% among 300,000; AID 1962, 2009;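 active = inhibition above the mean of all tested compounds plus 3 SD, set per screening campaign, cut at about 24% in these data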;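 note: plate controls were DMSO alone for no effect and ferristatin control at 100 nM for full effect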
EBNA-1 inhibitor – EBNA-1 DNA-binding inhibitors, primary screen, biochemical, fluorescence polarization. inhibition, % at 14.8 µM. hit rate 0.34% among 300,000. AID 1950, 2009; in the data active = inhibition above about 28%
PP1 inh – PP1-alpha phosphatase inhibitors, primary screen, counter-screen for PP5 inhibitor project, biochemical, fluorescence, OMFP substrate, single point; hit rate 0.9% among 320,000; Serine/threonine-protein phosphatase PP1-alpha catalytic subunit (Homo sapiens), P62136; purified PP1alpha; inhibition, % at 6.7 µM;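 active = inhibition above the mean inhibition of all tested compounds plus 3 SD, computed separately for each screening campaign, cut at about 15% in these data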
PP5 inh – PP5 phosphatase inhibitors, primary screen, biochemical, fluorescence; Serine/threonine-protein phosphatase 5 (Homo sapiens), P53041; purified PP5c, OMFP substrate fluorescence; inhibition, % at 6.7 µM; hit rate 0.18% among 320,000;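 active = inhibition above the campaign's mean inhibition across all tested compounds plus 3 SD, cut at about 9.5% in these data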;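 note: 0% = DMSO only and 100% = 100 µM cantharidin control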
Target sequence (P53041 whole entry, looked up): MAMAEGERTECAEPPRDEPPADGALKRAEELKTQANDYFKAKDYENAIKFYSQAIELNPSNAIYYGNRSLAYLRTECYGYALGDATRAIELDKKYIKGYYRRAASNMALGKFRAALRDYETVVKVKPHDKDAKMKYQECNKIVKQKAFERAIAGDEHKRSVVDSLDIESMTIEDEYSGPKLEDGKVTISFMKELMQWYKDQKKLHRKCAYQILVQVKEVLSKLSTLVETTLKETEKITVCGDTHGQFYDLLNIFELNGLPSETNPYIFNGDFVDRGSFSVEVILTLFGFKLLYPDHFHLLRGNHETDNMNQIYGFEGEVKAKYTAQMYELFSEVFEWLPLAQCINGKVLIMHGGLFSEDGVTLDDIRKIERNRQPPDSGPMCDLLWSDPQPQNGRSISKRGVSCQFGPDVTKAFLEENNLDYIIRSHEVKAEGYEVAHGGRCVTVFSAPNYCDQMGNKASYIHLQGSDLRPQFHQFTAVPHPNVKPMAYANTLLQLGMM
CTSL1 counter – Fasciola hepatica cathepsin L1 inhibitors, primary screen, counter-screen for PFM18AAP inhibitor project, biochemical, QFRET, fluorogenic peptide substrate | recombinant F. hepatica cathepsin L1, Z-Leu-Arg-MCA fluorescence | inhibition, % at 5.96 µM | hit rate 0.49% among 300,000 | AID 1906, 2009;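 active = inhibition above the mean of all tested compounds plus 3 SD, set per screening campaign, cut at about 17% in these data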;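 note: 0% = plate median of test compound wells and 100% = 1 µM Z-Phe-Ala-diazomethylketone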
An asterisk follows results filed as active; / = no result given. These rows are one share of the data (hit frequency here may not be typical).

SMILES	ZTA DNA inh	Efflux pump inh	HCV core dimer	PREPL inh	TPT1 inhibitor	EBNA-1 inhibitor	PP1 inh	PP5 inh	CTSL1 counter
CC1(C)CC(CC(=O)Nc2ccccc2[N+](=O)[O-])C(=O)O1 (centres undefined)	-4	0.1	3	-4	-3	-3	-4	1.3	0
CCOC(=O)COn1c2c(c3c4no[n+]([O-])c4ccc31)CCCC2	1	-0.1	-102	4	-4	-5	-7	1.8	0
COc1ccc(CC(=O)NNC(=O)COc2ccc(Br)cc2C)cc1OC	-6	-9.9	10	-1	1	-1	-6	0.9	-15
O=C(N[C@@H](Cc1ccccc1)C(=O)O)c1cccs1	15	0.0	-6	0	-4	-15	-2	3.1	-1
O=[N+]([O-])c1cccc(CN(CCO)Cc2ccccc2)c1	-5	0.0	-4	2	-3	1	0	-0.1	2
O=C(Nc1ccccc1Br)c1ccc2nccnc2c1	-1	-0.1	-3	-3	-1	4	-1	-1.2	4
O=C1CC(c2cccs2)Cc2nc(NC(=O)C3CC3)ncc21 (centres undefined)	-9	0.0	1	13	2	-2	0	-2.2	2
CCCOn1nnnc1-c1ccccc1	-34	0.0	5	-3	0	-6	1	0.3	12
CCn1c(CCNC(=O)c2cccs2)nnc1SCC(=O)Nc1ccc(Cl)cc1	3	-0.2	-1	-7	-1	0	1	1.1	3
O=C(Nc1ccc(NC(=O)c2ccco2)cc1)c1cnccn1	17	-0.1	1	-1	0	-2	-1	0.0	1
COc1cccc(-n2c(SCC(N)=O)nc3ccccc3c2=O)c1	-14	0.0	0	2	40*	4	-5	1.4	-2
COc1cc2c(cc1OC)C(C(=O)N1CCN(c3ccccc3)CC1)C(c1cccs1)N(C)C2=O (centres undefined)	-23	0.1	0	-26	-3	-4	0	1.0	-1
CC1(C)CC(CC(=O)O)CC(C)(C)N1	-3	0.0	-1	26	-3	-1	-4	0.3	-1
COCCN(CC(=O)Nc1cccc(C)c1C)C(=O)c1ccc(-n2cccn2)cc1	-16	0.1	/	3	/	/	-5	-0.8	/
Cc1ccc(OCCC(=O)OCC(=O)NNC(=O)c2ccccc2)cc1	-6	0.0	-1	6	-4	4	-4	-0.6	-13
O=C(Nc1ccon1)c1ccc(Cl)c(S(=O)(=O)N2CCCCC2)c1	-5	-0.1	-16	7	-3	4	4	0.1	2
CCN(CC)S(=O)(=O)c1ccc(N2CCOCC2)c(NC(=O)COc2ccccc2)c1	11	0.0	5	5	0	-4	3	1.0	-3
CC(C)(C)NC(=O)CSc1nnc(-c2ccco2)n1Cc1ccco1	4	0.7	7	20	-1	-10	-2	2.1	-8
CCN(CC)CCCn1c2c(c(SCC(=O)Nc3nccs3)nc1=O)CCC2	-4	0.0	-3	0	-1	-5	-2	-0.3	1
CN1/C(=C\C(=O)Nc2cccc(Cl)c2)C(C)(C)c2ccccc21	6	0.0	-5	11	-1	2	1	-0.2	8
Cn1c(Br)nc2c1c(=O)n(CC(O)COc1ccccc1)c(=O)n2C (centres undefined)	-5	0.0	-4	6	-6	7	-1	-0.3	4
Cc1ccc(C(=O)NCCSc2ccc(Cl)cc2)cc1[N+](=O)[O-]	9	-0.3	-1	-5	0	10	2	0.4	2
c1ccc(CCc2nc(-c3ccccc3)no2)cc1	-24	-0.1	-1	-2	-4	3	0	0.5	2
COC(=O)c1c(C)oc(C)c1S(=O)(=O)NCc1ccc(OC)cc1	-2	0.3	-1	6	0	-16	5	-1.1	-2
CCCNC(=O)c1cccc(S(=O)(=O)N2CC3(C)CC2CC(C)(C)C3)c1 (centres undefined)	-1	0.0	0	-10	-2	10	-6	0.6	-4
CC(C)(C)NC(=O)C(c1ccncc1)N(C(=O)Cn1nnc(-c2cccs2)n1)C1CCCCC1 (centres undefined)	-7	0.3	3	28	3	-15	2	1.9	-7
CCc1c(C)nc2[nH]nc(NC(=O)C(F)(F)F)n2c1=O	-5	0.1	2	11	1	-2	0	1.3	-3
Cc1ccc(OCC(O)CNS(=O)(=O)c2ccccc2C(=O)O)cc1 (centres undefined)	-28	-0.2	-8	13	0	8	3	2.8	-2
CCCCNC(=O)c1ccc(CNS(=O)(=O)c2ccc(Br)cc2)cc1	-1	-0.1	-1	11	-1	7	-3	0.7	7
Cc1cc([N+](=O)[O-])ccc1NC(=O)CSc1nncn1-c1ccccn1	3	0.5	6	-13	-2	-6	4	2.4	1
CCOc1cc(/C=C2\NC(=S)N(c3c(C)n(C)n(-c4ccccc4)c3=O)C2=O)ccc1O	-15	0.1	-23	-4	23	5	1	3.2	-1
Cc1ccccc1CN1CCN(Cc2ccccc2C(F)(F)F)CC1	8	-0.1	-7	-5	-6	8	3	1.3	6
C[C@H]1C=CC(=O)O[C@H]1c1ccccc1	5	0.1	3	-12	1	7	-1	0.4	0
CCOC(=O)CNS(=O)(=O)c1ccc(C(=O)O)cc1	3	0.1	-4	-3	-6	2	-2	-0.6	-2
Cc1ccc(Oc2nnc(-c3ccc(C)cc3)c3ccccc23)cc1	-11	-0.1	11	-1	-2	-6	41*	2.3	1
S=C(NCCc1ccncc1)Nc1cccc2ccccc12	15	0.0	2	-37	-1	3	-3	0.1	-2
C[C@H](NC(=O)OC(C)(C)C)c1nnc(SCC(=O)Nc2ccc(Br)cc2)o1	2	0.3	0	-10	-3	-4	2	0.2	10
Oc1ccc(Br)cc1/C=N/Nc1ccccn1	7	0.0	4	-2	-1	2	5	2.3	-1
FC(F)(F)c1ccc(NC2=NCCC2)cc1	24	0.0	-2	12	4	-7	-4	-0.3	-2
COc1ccccc1NC(C#N)c1ccccc1OCc1ccccc1 (centres undefined)	4	0.1	3	32	-4	1	1	1.3	2
O=S(=O)(NCc1ccc(F)cc1)c1cccc(S(=O)(=O)N2CCOCC2)c1	6	0.4	1	1	0	9	-4	-1.1	0
CCCc1cc(=O)[nH]c(SC(C)C(=O)Nc2ccc3c(c2)OCCO3)n1 (centres undefined)	10	-0.3	/	11	/	/	1	-2.1	/
COc1ccc(N2CCN(C(=O)CN3C(=O)NC(c4ccc(OC)cc4)(c4ccc(OC)cc4)C3=O)CC2)cc1	-1	-0.2	14	31	1	0	0	4.8	0
O=C(NC1CCc2ccccc21)C1CCN(S(=O)(=O)c2ccc(Cl)cc2)CC1 (centres undefined)	-3	-0.2	6	3	-4	-6	3	2.9	-2
COc1ccc(NC(=O)CSc2nc3ccccc3c(=O)n2CCCO)cn1	6	0.3	/	1	/	/	-5	2.3	/
Cc1ccc(C(C2=C(O)CC(C)(C)CC2=O)C2C(=O)CC(C)(C)CC2=O)s1 (centres undefined)	2	0.2	-3	17	2	-11	-3	3.8	-2
O=C(C1CCN(S(=O)(=O)c2ccc(Br)s2)CC1)N1CCc2ccccc21	-5	0.4	13	-2	3	-3	-2	3.5	1
Cn1c(SCC(=O)N/N=C/c2cccnc2)nnc1-c1ccccc1	9	0.1	-2	3	3	2	5	3.5	-1
c1ccc(CCn2nnnc2C(c2cccnc2)N2CCN(c3nc4ccccc4s3)CC2)cc1 (centres undefined)	-2	-0.2	-2	13	2	-1	3	1.1	2
CC(C(=O)O)N1C(=O)c2ccccc2C1=O (centres undefined)	6	0.0	3	-3	-2	5	2	-0.8	-1
COCCN1C(=O)C(=O)/C(=C(/O)c2cccc(OC)c2)C1c1ccncc1 (centres undefined)	2	0.0	2	-5	1	-10	0	-1.1	3
COC(=O)Cc1c(C)nc2nc(Cc3ccccc3)[nH]n2c1=O	0	0.0	-2	5	-3	5	-2	1.0	2
COc1ccc(OC)c(NC(=O)CSc2nnc(-c3ccncc3)s2)c1	-3	0.1	-12	-8	-2	13	-3	2.4	-1
CCCOc1ccccc1N/C(N)=N/c1nc(C)cc(C)n1	-3	0.1	5	6	1	8	-2	1.6	1
COc1ccc(NC(=O)CN2C(=O)NC(c3ccccc3)(c3ccccc3)C2=O)cc1OC	-3	0.1	11	16	-1	1	-2	5.9	1
Cc1cc(CNC(=O)c2cc(COc3ccc(F)c(F)c3)on2)nn1C	-2	0.1	1	-1	0	9	-2	-0.6	3

Going on with the list:
SMILES	ZTA DNA inh	Efflux pump inh	HCV core dimer	PREPL inh	TPT1 inhibitor	EBNA-1 inhibitor	PP1 inh	PP5 inh	CTSL1 counter
Cc1ccc(-c2cc(-c3n[nH]c(=S)n3C)c3ccccc3n2)cc1	7	0.0	9	0	0	-6	1	1.0	1
CCOC(=O)c1c(OCCO)nn(-c2ccccc2)c1N	-2	0.1	2	4	0	-3	-3	1.2	1
CCOC(=O)C1CCCN(c2nc3ccccc3nc2NS(=O)(=O)c2ccc(C)cc2)C1 (centres undefined)	13	0.2	/	4	/	/	-1	0.1	/
O=C(COc1ccccc1)Nc1ccccc1Cl	-15	-0.1	2	9	0	3	-4	3.4	0
Cc1ccc(-c2c[n+](CC(=O)Nc3ccccc3)c3n2CCC3)cc1	-3	0.2	0	12	0	-4	-3	2.8	3
Cc1nn(-c2ccccc2)c(N)c1N=Nc1ccc(Cl)cc1	13	0.0	2	15	2	3	0	0.0	3
CCOc1ccc(/C=N/n2nnnc2N)cc1O	-18	-0.1	-7	15	-3	0	-4	-1.9	7
O=C(Oc1ccc(C(=S)N2CCOCC2)cc1)c1ccc([N+](=O)[O-])cc1	-6	0.2	-5	-5	0	-10	-1	3.3	-4
CC(=O)Nc1nnc(SCc2cccc(F)c2)s1	0	0.2	-3	9	6	-6	0	2.3	1
COC(=O)c1ccc(C(=O)OC)c(NC(=O)CN2CCCCC2)c1	-11	-0.1	-15	5	-1	-4	-6	2.6	5
Oc1ccc(N2CCN(Cc3nc4ccccc4[nH]3)CC2)cc1	8	-0.2	1	15	-2	12	-3	-0.2	-3
COC(=O)Nc1ccc(S(=O)(=O)Nc2ccccc2F)cc1	14	0.1	1	-3	1	-2	2	4.0	-4
COC(=O)Nc1ccc(S(=O)(=O)N2CCCC(C(=O)N3CCCCCC3)C2)cc1 (centres undefined)	4	0.2	0	0	-2	5	1	1.3	-4
COc1ccc(-n2nc3c(N4CCC(C(=O)NCC(C)c5ccccc5)CC4)nnc(C)c3c2C)cc1 (centres undefined)	-2	-0.1	11	50*	11	2	0	-1.1	-2
O=C(Nc1ccccc1N1CCN(c2ccccc2)CC1)c1ccccc1F	-4	-0.2	4	14	0	2	2	4.0	4
